NSD2 block: blocks human NSD2 histone methyltransferase activity; inhibition, % at 12.5 µM; 44,000 tested, 0.07% active; NSD2-SET H3K36me1 DELFIA fluorescence, biochemical; in the data active = inhibition above about 54%, passing the limit was not always enough; inconclusive = no clear call, values can overlap the other calls;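 note: inhibitors reduce the monomethyl H3K36 fluorescence signal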
Target sequence (O96028 whole entry, looked up): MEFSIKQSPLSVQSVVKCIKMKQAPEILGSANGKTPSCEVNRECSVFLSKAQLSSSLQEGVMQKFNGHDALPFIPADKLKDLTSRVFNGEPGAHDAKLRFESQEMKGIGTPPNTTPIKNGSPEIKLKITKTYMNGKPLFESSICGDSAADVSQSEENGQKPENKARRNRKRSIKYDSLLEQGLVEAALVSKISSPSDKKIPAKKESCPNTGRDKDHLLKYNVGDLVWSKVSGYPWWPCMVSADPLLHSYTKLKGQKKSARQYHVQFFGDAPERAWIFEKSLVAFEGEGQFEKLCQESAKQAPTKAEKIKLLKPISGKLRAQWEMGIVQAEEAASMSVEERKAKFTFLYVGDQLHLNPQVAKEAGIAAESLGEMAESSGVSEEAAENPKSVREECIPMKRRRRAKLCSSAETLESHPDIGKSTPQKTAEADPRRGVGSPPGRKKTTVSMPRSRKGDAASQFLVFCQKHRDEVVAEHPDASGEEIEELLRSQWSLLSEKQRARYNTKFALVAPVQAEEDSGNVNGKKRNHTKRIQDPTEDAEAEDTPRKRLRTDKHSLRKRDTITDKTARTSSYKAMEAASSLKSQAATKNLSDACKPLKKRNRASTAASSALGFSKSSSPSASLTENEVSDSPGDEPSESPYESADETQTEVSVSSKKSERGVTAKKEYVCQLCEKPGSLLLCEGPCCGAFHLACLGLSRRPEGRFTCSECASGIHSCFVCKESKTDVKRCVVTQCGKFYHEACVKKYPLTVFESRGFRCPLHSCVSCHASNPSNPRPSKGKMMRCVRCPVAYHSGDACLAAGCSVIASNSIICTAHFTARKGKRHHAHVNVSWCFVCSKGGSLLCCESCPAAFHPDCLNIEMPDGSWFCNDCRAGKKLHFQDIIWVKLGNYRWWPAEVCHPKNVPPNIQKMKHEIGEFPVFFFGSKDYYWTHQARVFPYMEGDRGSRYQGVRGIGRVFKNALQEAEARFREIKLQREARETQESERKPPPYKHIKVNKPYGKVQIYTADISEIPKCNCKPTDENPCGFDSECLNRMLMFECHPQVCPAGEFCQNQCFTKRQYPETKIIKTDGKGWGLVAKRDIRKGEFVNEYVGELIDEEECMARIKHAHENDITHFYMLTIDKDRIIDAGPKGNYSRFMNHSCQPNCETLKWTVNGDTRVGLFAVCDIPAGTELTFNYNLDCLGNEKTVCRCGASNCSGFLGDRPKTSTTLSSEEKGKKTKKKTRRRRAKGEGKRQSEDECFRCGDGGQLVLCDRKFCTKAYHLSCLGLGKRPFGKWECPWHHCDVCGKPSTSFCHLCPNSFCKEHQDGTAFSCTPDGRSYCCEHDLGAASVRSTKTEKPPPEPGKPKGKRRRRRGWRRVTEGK
* = called active by the depositor; ? = inconclusive. Not all compounds are listed; rates above refer to the full screens.

NSD2 block,SMILES
2,O=C(C[C@@H]1C=C[C@@H](NC(=O)C2CC2)[C@H](CO)O1)NC1CCC1
-3,C[C@H]1CN([C@@H](C)CO)S(=O)(=O)c2ccc(C#Cc3ccccc3)cc2O[C@@H]1CN(C)C(=O)Nc1ccc2c(c1)OCO2
-5,C[C@H](O)C#Cc1ccc2c(c1)O[C@@H](CN(C)C(=O)CN(C)C)[C@H](C)CN([C@H](C)CO)S2(=O)=O
-1,COc1cc2c(=O)oc(-c3c(-c4c(F)cccc4Cl)noc3C)nc2c(OC)c1OC
4,CNC(=S)N1N=C(c2ccccc2)CC1c1cc2ccc(C)cc2nc1Cl (stereo unspecified)
2,C[C@@H]1CN([C@@H](C)CO)C(=O)c2cc(C#CCN(C)C)cnc2O[C@@H]1CN(C)Cc1ccccc1
-4,C[C@H]1CN([C@@H](C)CO)C(=O)c2cc(NC(=O)c3ccncc3)ccc2O[C@@H]1CN(C)Cc1ccccc1
1,COc1ccccc1-c1ccc2c(c1)O[C@H](CN(C)C(=O)c1ccccc1)[C@@H](C)CN([C@@H](C)CO)S2(=O)=O
0,Cc1ccc(S(=O)(=O)Nc2ccc3c(c2)C(=O)N([C@@H](C)CO)C[C@H](C)[C@@H](CN(C)S(=O)(=O)c2cccs2)OCCCC[C@@H](C)O3)cc1
-2,CC(=O)S[C@@H]1CC2=CC(=O)CC[C@]2(C)[C@H]2CC[C@@]3(C)[C@@H](CC[C@@]34CCC(=O)O4)[C@H]12

5 entries out of the list, sorted by number of heavy atoms, lowest first.
NSD2 block,SMILES
2,O=C(C[C@@H]1C=C[C@@H](NC(=O)C2CC2)[C@H](CO)O1)NC1CCC1
-2,CC(=O)S[C@@H]1CC2=CC(=O)CC[C@]2(C)[C@H]2CC[C@@]3(C)[C@@H](CC[C@@]34CCC(=O)O4)[C@H]12
-1,COc1cc2c(=O)oc(-c3c(-c4c(F)cccc4Cl)noc3C)nc2c(OC)c1OC
2,C[C@@H]1CN([C@@H](C)CO)C(=O)c2cc(C#CCN(C)C)cnc2O[C@@H]1CN(C)Cc1ccccc1
-4,C[C@H]1CN([C@@H](C)CO)C(=O)c2cc(NC(=O)c3ccncc3)ccc2O[C@@H]1CN(C)Cc1ccccc1

(listing goes on)
NSD2 block,SMILES
-4,C=C(CC/C=C(\C)C(=O)O)C1(O)CC=C(C)CC1 (stereo unspecified)
0,C[C@@H]1CN([C@@H](C)CO)S(=O)(=O)c2ccc(C#Cc3cccnc3)cc2O[C@@H]1CN(C)C(=O)CN(C)C
0,COc1ccc(CN(C)C[C@H]2Oc3c(NC(=O)Nc4ccc(C(F)(F)F)cc4)cccc3C(=O)N([C@@H](C)CO)C[C@@H]2C)cc1
-9,Cn1cc(/C=N\NC(=O)c2ccccc2O)c2ccccc21
-75,Cc1ccc(S(=O)(=O)Nc2ccc3c(c2)CC(=O)N([C@H](C)CO)C[C@@H](C)[C@H](CN(C)S(=O)(=O)c2ccc(C)cc2)O3)cc1
5,C[C@@H]1CN([C@@H](C)CO)C(=O)c2cc(NC(=O)Nc3ccc4c(c3)OCO4)ccc2O[C@@H](C)CCCCO[C@H]1CN(C)C(=O)CCCN(C)C
2,C[C@@H]1CN([C@H](C)CO)C(=O)c2cccc(NS(=O)(=O)c3ccc(Cl)cc3)c2O[C@H]1CN(C)Cc1ccc(C(=O)O)cc1
7,C[C@@H]1CCCCO[C@@H](CN(C)S(C)(=O)=O)[C@@H](C)CN([C@H](C)CO)C(=O)c2cc(NC(=O)Nc3ccc4c(c3)OCO4)ccc2O1
3,COCC1OC(OC(C)(C)C2CCC3(C)C(O2)C(O)CC2(C)/C(=C4\CCC(O)C(C)(CCC(O)C(C)(C)O)C4)CCC23)C(NC(C)=O)C(O)C1O (stereo unspecified)
5,C[C@H]1CN([C@@H](C)CO)C(=O)c2cc(/C=C/c3ccccc3)cnc2O[C@@H]1CN(C)C(=O)c1ccncc1
8,COc1ccccc1C#Cc1cnc2c(c1)C(=O)N([C@@H](C)CO)C[C@H](C)[C@@H](CN(C)C)O2
-4,COC(OC)C1(C)NC(=O)c2ccccc2N1 (stereo unspecified)
-5,C[C@@H]1CN([C@@H](C)CO)S(=O)(=O)c2ccc(-c3ccc(F)cc3)cc2O[C@@H]1CN(C)Cc1cccc(F)c1
1,CO[C@@H](C(=O)N(C)C[C@H]1OCc2ccccc2-c2ccccc2C(=O)N([C@@H](C)CO)C[C@@H]1C)c1ccccc1
0,C/C=C/c1ccc2c(c1)O[C@@H](CN(C)Cc1cccc(F)c1)[C@H](C)CN([C@H](C)CO)S2(=O)=O
-1,C[C@@H]1CN([C@H](C)CO)C(=O)c2cc(-c3ccc(C#N)cc3)cnc2O[C@H]1CN(C)C(=O)CN(C)C
-3,CO[C@H](CN(C)Cc1ccc(-c2ccccn2)cc1)[C@@H](C)CN(C(=O)Nc1ccc(F)cc1)[C@@H](C)CO
1,C[C@H]1CN([C@@H](C)CO)C(=O)c2cc(NC(=O)C3CCCCC3)ccc2O[C@H]1CN(C)C(=O)Nc1ccc2c(c1)OCO2
-16,C[C@@H]1CN([C@@H](C)CO)C(=O)c2cc(Br)cnc2O[C@H]1CN(C)Cc1ccccn1
-4,C[C@@H]1CN([C@H](C)CO)C(=O)c2cc(NC(=O)CCC(F)(F)F)ccc2O[C@@H]1CN(C)C(=O)Nc1cccc2ccccc12
-2,CC(C)(C)OC(=O)NC1(/C=N/NC(=O)c2ccccc2O)CCCC1
11,CO[C@H](CN(C)S(=O)(=O)c1cccc(Cl)c1)[C@H](C)CN([C@@H](C)CO)S(=O)(=O)c1ccc(Cl)cc1
1,C[C@H]1CN([C@@H](C)CO)C(=O)c2cc(NC(=O)CCCN(C)C)ccc2O[C@@H]1CN(C)C
0,Cc1ccc(-c2cnc3c(c2)C(=O)N([C@H](C)CO)C[C@H](C)[C@@H](CN(C)C)O3)cc1
1,C[C@@H]1CC[C@]2(C(=O)O)CC[C@]3(C(=O)O)C(=CCC4[C@@]5(C)CC[C@H](O[C@@H]6O[C@H](C)[C@H](O)[C@H](O)[C@H]6O)C(C)(C)C5CC[C@]43C)C2[C@H]1C (stereo partly specified)
-2,Cc1ccc(S(=O)(=O)Nc2ccc3c(c2)C(=O)N([C@@H](C)CO)C[C@@H](C)[C@@H](CN(C)C(=O)Nc2ccccc2)O3)cc1
-1,CC(C)C#Cc1ccc2c(c1)O[C@@H](CN(C)C(=O)c1cccc(F)c1)[C@H](C)CN([C@@H](C)CO)S2(=O)=O
-2,CNC[C@H]1Oc2c(NC(=O)Nc3ccc4c(c3)OCO4)cccc2C(=O)N([C@H](C)CO)C[C@@H]1C
-7,C[C@H]1CN([C@@H](C)CO)C(=O)c2cccc(NC(=O)Nc3ccc(F)cc3)c2O[C@@H]1CN(C)S(=O)(=O)c1ccc(Cl)cc1
0,C[C@H]1CN([C@@H](C)CO)C(=O)c2cc(NS(=O)(=O)c3ccc(F)cc3)ccc2O[C@@H]1CN(C)S(=O)(=O)c1cn(C)cn1
-119,CC(C)CC#Cc1cnc2c(c1)C(=O)N([C@H](C)CO)C[C@H](C)[C@@H](CN(C)CC1CCOCC1)O2
-2,Cc1noc(C)c1S(=O)(=O)Nc1ccc2c(c1)CC(=O)N([C@@H](C)CO)C[C@H](C)[C@@H](CN(C)CC1CCCCC1)O2
7,C[C@H](CO)N1C[C@H](C)[C@@H](CN(C)S(=O)(=O)c2ccc(Cl)cc2)Oc2c(NC(=O)Nc3ccc(F)cc3)cccc2C1=O
6,C[C@@H]1CN([C@H](C)CO)C(=O)CCCn2cc(nn2)CO[C@H]1CN(C)S(=O)(=O)c1ccc(-c2ccccc2)cc1
-4,C[C@@H]1CN([C@H](C)CO)C(=O)c2cc(C3=CCCCC3)cnc2O[C@H]1CN(C)C(=O)c1cccc(F)c1
-7,C[C@H]1CCCCO[C@H](CN(C)C(=O)CCCN(C)C)[C@@H](C)CN([C@@H](C)CO)C(=O)c2cc(NC(=O)c3ccncc3)ccc2O1
1,COc1ccc(NC(=O)N(C)C[C@H]2OCCCC[C@H](C)Oc3ccc(NC(=O)c4ccccc4)cc3C(=O)N([C@@H](C)CO)C[C@@H]2C)cc1
-5,C[C@@H]1CN([C@@H](C)CO)S(=O)(=O)c2ccc(C#Cc3ccccc3)cc2O[C@@H]1CN(C)C(=O)C1CC1
1,Cc1noc(C)c1NC(=O)N(C)C[C@H]1Oc2ncc(/C=C/c3ccccc3)cc2C(=O)N([C@@H](C)CO)C[C@@H]1C
-2,COc1ccc(NC(=O)N(C)C[C@H]2OCc3ccccc3-c3c(n(C)c4ccccc34)C(=O)N([C@H](C)CO)C[C@H]2C)c(OC)c1

The last six records of the part above are carried over, then new ones follow.
NSD2 block,SMILES
-4,C[C@@H]1CN([C@H](C)CO)C(=O)c2cc(C3=CCCCC3)cnc2O[C@H]1CN(C)C(=O)c1cccc(F)c1
-7,C[C@H]1CCCCO[C@H](CN(C)C(=O)CCCN(C)C)[C@@H](C)CN([C@@H](C)CO)C(=O)c2cc(NC(=O)c3ccncc3)ccc2O1
1,COc1ccc(NC(=O)N(C)C[C@H]2OCCCC[C@H](C)Oc3ccc(NC(=O)c4ccccc4)cc3C(=O)N([C@@H](C)CO)C[C@@H]2C)cc1
-5,C[C@@H]1CN([C@@H](C)CO)S(=O)(=O)c2ccc(C#Cc3ccccc3)cc2O[C@@H]1CN(C)C(=O)C1CC1
1,Cc1noc(C)c1NC(=O)N(C)C[C@H]1Oc2ncc(/C=C/c3ccccc3)cc2C(=O)N([C@@H](C)CO)C[C@@H]1C
-2,COc1ccc(NC(=O)N(C)C[C@H]2OCc3ccccc3-c3c(n(C)c4ccccc34)C(=O)N([C@H](C)CO)C[C@H]2C)c(OC)c1
3,C[C@@H]1CCCCO[C@@H](CN(C)Cc2ccccc2)[C@H](C)CN([C@H](C)CO)C(=O)c2cc(N(C)C)ccc2O1
-3,O=C(C[C@H]1C[C@@H]2c3cc(NS(=O)(=O)c4ccc(F)cc4)ccc3O[C@@H]2[C@@H](CO)O1)NCc1ccncc1
-5,O=C(C[C@H]1C[C@@H]2c3cc(NC(=O)c4cccnc4)ccc3O[C@@H]2[C@@H](CO)O1)NCc1ccc(Oc2ccccc2)cc1
3,C[C@@H]1CCCCO[C@H](CN(C)Cc2ccccc2)[C@H](C)CN([C@@H](C)CO)C(=O)c2cc(NS(C)(=O)=O)ccc2O1
-3,COc1ccc(NC(=O)Nc2ccc3c(c2)C(=O)N([C@H](C)CO)C[C@@H](C)[C@H](CN(C)Cc2ccc(C(F)(F)F)cc2)OCCCC[C@@H](C)O3)cc1
2,CC(C)NC(=O)N(C)C[C@H]1Oc2ncc(C#CC3CC3)cc2C(=O)N([C@H](C)CO)C[C@H]1C
-3,C[C@@H]1CN([C@H](C)CO)C(=O)Cc2cc(NS(=O)(=O)c3ccccc3)ccc2O[C@@H]1CN(C)S(=O)(=O)c1ccc(F)cc1
-9,C[C@@H]1CN([C@H](C)CO)C(=O)Cc2cc(NC(=O)Nc3ccc(F)cc3)ccc2O[C@H]1CN(C)CC1CCCCC1
1,COc1ccc(S(=O)(=O)N(C)C[C@@H]2Oc3ccc(NC(=O)CCCCCC(=O)Nc4ccccc4N)cc3CC(=O)N([C@@H](C)CO)C[C@H]2C)cc1
1,CC(=O)N(C)C[C@@H]1Oc2cc(C#Cc3cccnc3)ccc2S(=O)(=O)N([C@H](C)CO)C[C@@H]1C
0,C[C@@H]1CN([C@H](C)CO)C(=O)c2cccc(N(C)C)c2O[C@H]1CN(C)Cc1ccc(C(=O)O)cc1
22,Cc1ccc(S(=O)(=O)N(C)C[C@@H]2Oc3ccc(NS(=O)(=O)c4ccc(Cl)cc4)cc3C(=O)N([C@@H](C)CO)C[C@@H]2C)cc1
3,C[C@H](CO)N1C[C@H](C)[C@H](CN(C)C(=O)Nc2ccccc2)Oc2ccc(NC(=O)CCN3CCOCC3)cc2CC1=O
-1,CC(C)CC#Cc1ccc2c(c1)O[C@H](CN(C)Cc1cccnc1)[C@H](C)CN([C@@H](C)CO)S2(=O)=O
-3,C[C@@H]1CCCCO[C@H](CN(C)Cc2ccc(C(F)(F)F)cc2)[C@@H](C)CN([C@H](C)CO)C(=O)c2cc(NC(=O)Nc3ccc(C(F)(F)F)cc3)ccc2O1
1,C[C@@H]1CN([C@@H](C)CO)C(=O)Cc2cc(NC(=O)Nc3cccc4ccccc34)ccc2O[C@@H]1CN(C)C(=O)Nc1ccccc1
-3,Cc1noc(C)c1NC(=O)N(C)C[C@@H]1Oc2ccc(NS(=O)(=O)c3cn(C)cn3)cc2C(=O)N([C@H](C)CO)C[C@@H]1C
5,Cc1noc(C)c1NC(=O)N(C)C[C@@H]1Oc2c(NC(=O)Nc3ccc4c(c3)OCO4)cccc2C(=O)N([C@H](C)CO)C[C@H]1C
0,CCCN(C)C[C@H]1Oc2ncc(-c3cccc(C(=O)N(C)C)c3)cc2C(=O)N([C@H](C)CO)C[C@H]1C
1,COC(=O)CCCCCCC(=O)N/N=C/c1ccc(OC)c(OC)c1
?,C[C@H]1CN([C@@H](C)CO)C(=O)c2cccc(NC(=O)C3CCOCC3)c2O[C@H]1CN(C)C
3,C[C@@H]1CN([C@@H](C)CO)S(=O)(=O)c2ccc(C#Cc3ccc(F)cc3)cc2O[C@H]1CN(C)C(=O)NC1CCCCC1
-2,Cc1ccc2c(c1)NC(C(F)(F)F)(C(F)(F)F)NC2=O
0,C[C@H](CO)N1C[C@H](C)[C@@H](CN(C)C(=O)Cc2ccccn2)Oc2ncc(/C=C/c3ccccc3)cc2C1=O
3,Clc1snnc1CN1CCOCC1
0,Cc1ccc(-c2cnc3c(c2)C(=O)N([C@@H](C)CO)C[C@H](C)[C@@H](CN(C)C(=O)c2cccc(F)c2)O3)cc1
7,C[C@H]1CN([C@@H](C)CO)C(=O)c2cc(NC(=O)Nc3cccc4ccccc34)ccc2O[C@@H]1CN(C)C
-2,COCC(=O)N(C)C[C@@H]1Oc2ncc(/C=C/c3ccccc3)cc2C(=O)N([C@@H](C)CO)C[C@@H]1C
5,C[C@@H]1CN([C@H](C)CO)C(=O)c2cccc(NC(=O)Nc3ccccc3)c2O[C@H]1CN(C)C(=O)NC1CCCCC1
